Compound activity deposited in PubChem BioAssay by several laboratories.
MDM2 E3 inh: blocks human Mdm2 ubiquitin ligase activity; Q00987; cell-based MDM2 ubiquitination luciferase reporter, 2 h; 0 = plate control, 100 = twice control, blank-subtracted; signal enhancement, % at 5 µM; 210,000 compounds, 0.11% hits; AID 1230;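 active = signal enhancement of 30% or more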;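 note: luminescence tracks abundance of the self-degrading MDM2-luciferase fusion protein; higher signal means inhibition of MDM2 E3 ligase activity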
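Test system: mammalian cells stably expressing self-ubiquitinating, self-degrading MDM2 E3–luciferase fusion; Amount: 2000 cells in each well; Medium: DMEM; Schedule: 4 h settle plus 2 h compound, 37 °C; Technique: SteadyLite luciferase luminescence after 15 min room-temperature reagent incubation; Benchmarks: plate control and blank wells.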
PERK inhibitor: human PERK inhibition, primary cell-based screen | CHO PERK-DD fusion, SEAP luminescence translation reporter | 220,000 compounds, 0.17% hits | inhibition, % at 5.6 µM;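 active = inhibition above the mean inhibition of all tested compounds plus 3 SD, set separately per screening campaign, cut at about 2.9% in these data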;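 note: PERK kinase domain activated by AP20187 dimerizer at 100 nM; 0% = DMSO with dimerizer and 100% = rapamycin at 8.4 µM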
Target sequence (Q9NZJ5 whole entry, looked up, the tested form may be a part): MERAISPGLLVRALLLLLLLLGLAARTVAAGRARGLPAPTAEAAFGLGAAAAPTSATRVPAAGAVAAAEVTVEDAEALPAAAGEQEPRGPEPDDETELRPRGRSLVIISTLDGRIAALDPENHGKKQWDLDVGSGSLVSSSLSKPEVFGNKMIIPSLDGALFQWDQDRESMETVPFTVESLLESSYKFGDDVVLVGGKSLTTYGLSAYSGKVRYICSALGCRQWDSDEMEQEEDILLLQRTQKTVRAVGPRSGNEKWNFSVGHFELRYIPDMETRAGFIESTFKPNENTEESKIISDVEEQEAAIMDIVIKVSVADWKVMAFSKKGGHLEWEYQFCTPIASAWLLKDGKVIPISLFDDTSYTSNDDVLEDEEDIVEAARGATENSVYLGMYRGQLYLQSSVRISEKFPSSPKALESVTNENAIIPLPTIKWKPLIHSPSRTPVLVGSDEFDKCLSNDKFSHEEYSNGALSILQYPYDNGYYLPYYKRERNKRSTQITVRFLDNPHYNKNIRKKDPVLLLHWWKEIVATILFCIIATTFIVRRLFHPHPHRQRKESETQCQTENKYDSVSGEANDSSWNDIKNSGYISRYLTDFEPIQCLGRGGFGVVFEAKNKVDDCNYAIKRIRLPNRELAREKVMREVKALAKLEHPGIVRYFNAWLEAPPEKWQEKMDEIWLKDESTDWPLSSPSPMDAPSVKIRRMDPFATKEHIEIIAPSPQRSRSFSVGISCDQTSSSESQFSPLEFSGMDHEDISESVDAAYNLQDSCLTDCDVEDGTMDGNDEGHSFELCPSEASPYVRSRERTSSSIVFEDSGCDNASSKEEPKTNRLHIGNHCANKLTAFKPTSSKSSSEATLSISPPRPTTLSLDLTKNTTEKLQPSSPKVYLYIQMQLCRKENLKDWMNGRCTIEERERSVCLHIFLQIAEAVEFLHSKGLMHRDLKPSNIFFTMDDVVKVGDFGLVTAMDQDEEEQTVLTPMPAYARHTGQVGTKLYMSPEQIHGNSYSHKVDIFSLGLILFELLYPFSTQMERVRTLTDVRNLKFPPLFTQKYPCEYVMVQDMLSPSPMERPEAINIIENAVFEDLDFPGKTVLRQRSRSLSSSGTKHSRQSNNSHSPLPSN
Ba/F3 V617F tox: lowers viability of Ba/F3 cells expressing EpoR and JAK2V617F; inhibition, % at 5.6 µM; 220,000 compounds, 1.1% hits; ATP luminescence; AID 1446;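 active = inhibition above the campaign mean plus 3 SD over all tested compounds, cut at about 24% in these data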;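 note: cytokine-independent growth of Ba/F3 cells driven by EpoR plus mutant JAK2; 0% = DMSO-treated cells and 100% = JAK inhibitor I control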
S1P4 agonist: human S1P4 receptor agonism; O95977; 220,000 compounds, 0.35% hits; S1P4-expressing cell line, agonist reporter assay; activation, % at 4.98 µM; AID 1509; in the data active = activation above about 11%;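 note: 0% = DMSO vehicle and 100% = reference agonist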
eIF4E-4G inh: eIF4E/eIF4G interaction inhibition in translation initiation; TR-FRET eIF4E-eIF4GI(517-606) binding, 2 h; inhibition, % at 21.7 µM; 220,000 compounds, 0.37% hits;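 active = inhibition above about 30%, limit read from the data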;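 note: 0% = full FRET control wells and 100% = background wells lacking eIF4GI fragment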
Wee1 stabilizer: blocks degradation of human Wee1 kinase; HeLa Luc-Wee1K328M stability, luciferase luminescence; 100% = proteasome inhibitor MG132 effect; reporter increase, % at 5 µM; AID 1321; 220,000 compounds, 1.2% hits; P30291;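 active = activation above the mean of all tested compounds plus 3 SD, set per screening run, cut at about 8.8% in these data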;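 note: cells exposed to compound for 20 h before luminescence read; 0% = DMSO alone and 100% = MG132 at 30 µM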
BaF3 parental: counter-screen for JAK2V617F inhibitors: parental Ba/F3 viability inhibitors | CellTiter-Glo ATP luminescence | inhibition, % at 5.6 µM | 220,000 compounds, 1.1% hits | AID 1486;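 active = inhibition above a per-campaign cutoff, the mean inhibition of all tested compounds plus 3 SD, cut at about 27% in these data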;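 note: 0% = DMSO wells and 100% = JAK Inhibitor I control wells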
S1P4 antagonist: blocks the human S1P4 receptor | S1P4-expressing cells, antagonist mode, reporter read-out | AID 1510 | O95977 | 220,000 compounds, 0.26% hits | inhibition, % at 4.98 µM; in the data active = inhibition above about 29%;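 note: 0% = wells stimulated with agonist and 100% = vehicle wells without agonist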
NPY2 pot ag: potentiates or activates human NPY-Y2 receptor | activation, % at 3.6 µM | P49146 | 220,000 compounds, 0.45% hits | cells expressing NPY-Y2, potentiator/agonist read-out; in the data active = activation above about 27%;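 note: cells stimulated with NPY near EC25 plus isoproterenol at EC100; 0% = vehicle plus submaximal agonist and 100% = vehicle plus saturating agonist; some results beyond the cut were filed as inactive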
The depositor's hits bear a star; . = no result given; [ ] = another dose, or the depositor's remark.

SMILES	MDM2 E3 inh	PERK inhibitor	Ba/F3 V617F tox	S1P4 agonist	eIF4E-4G inh	Wee1 stabilizer	BaF3 parental	S1P4 antagonist	NPY2 pot ag
COc1ccccc1OCC(=O)N1CCNC1=O	-7	0.7	0	-0.1	-3	1	4	-5	-5
COc1ccc(CCNC(=O)Cn2cccc2C(=O)c2ccccc2C)cc1OC	-8	-0.9	2	-0.4	8	-2	1	6	-2
O=S(=O)(CCN1CCSCC1)c1ccccc1	-15	-0.4	1	0.3	-1	0	2	10	5
COc1ccc(/C=C/c2noc(-c3ccccc3O)n2)cc1	-32	0.9	-1	1.9	2	-2	5	-18	1
C=CCNCCCCOc1ccc(Br)cc1C	0	-0.1	0	-0.4	-12	-1	6	-13	7
CNC(=S)NNc1nc(N2CCOCC2)nc(N2CCOCC2)n1	-12	-0.5	2	-1.6	-2	1	2	2	-23
COc1cc(OC)nc(NC(=O)C(C)C)n1	-5	0.8	-4	2.9	0	-2	0	-9	15
CC(NC(=O)CCc1nnc(Cc2cccc(C(F)(F)F)c2)o1)C1CC1 (centres undefined)	11	-1.4	-2	-0.9	-1	-2	2	-9	-11
CN(C(=O)COC(=O)c1ccc2ccccc2n1)C1CCS(=O)(=O)C1 (centres undefined)	-9	-0.5	3	-0.5	1	1	1	10	-1
Cc1no[n+]([O-])c1COc1cccc(/C=N/Nc2nncn2N)c1	-10	0.7	-1	-0.2	0	-3	-4	17	-20
Cc1ncsc1CCOC(=O)c1ccc(N2CCOCC2)c([N+](=O)[O-])c1	-5	0.6	-2	0.0	-2	3	3	-11	-5
Cc1ccc(NC(=O)c2cnn(-c3ccccc3)c2NC(=O)c2ccco2)cc1C	-10	0.4	-1	2.9	-13	-2	4	-16	2
O=C(c1cn(-c2ccccc2)nc1-c1ccc(Br)cc1)N1CCOCC1	2	-1.2	1	0.0	2	2	7	2	0
CCC(C)(C)NC(=O)C(c1cccnc1)N(CCOC)C(=O)Cn1nnc2ccccc21 (centres undefined)	-8	1.7	-3	1.3	3	0	2	-5	-4
CC(=O)c1c(C)oc(C)c1CSCc1ccc(C(=O)O)o1	4	1.8	1	-1.3	2	-1	0	8	-7
O=C(Nc1ccccc1)C1=C[C@@H](C2CCCCC2)C[C@@H](OCCCCO)O1	.	0.8	-1	0.4	2	0	0	5	-5
CCOc1ccc2nc(NCCCNS(=O)(=O)c3ccc(C)cc3)c(C#N)cc2c1	-15	0.8	-2	4.3	1[fluorescence artefact?]	4	-2	-21	3
Cc1ccc(Cl)cc1N1CCN(c2cccc[n+]2C)CC1	-13	-0.3	82*	-0.4	-3	3	65*	0	-3
COc1c([N+](=O)[O-])c(=O)oc2ccccc12	-16	0.7	-4	1.4	-1	-2	1	-13	-6
C#CCNC(=O)C1=C[C@H](C2CCCCC2)C[C@H](OCc2ccc(CO)cc2)O1	.	0.2	-1	-0.1	-4	2	3	12	-2
O=C1CC(c2ccccc2Cl)C2=C(COC2=O)N1 (centres undefined)	-28	-0.3	-5	0.6	-1	0	0	-26	1
CCOC(=O)CCn1c(=S)n(CCC(=O)OCC)c2ccccc21	-9	-1.9	-2	0.6	2	5	2	-5	-31
COC(=O)c1ccc(Oc2nc(NC(C)C)nc(SC)n2)cc1	4	-0.9	-2	2.8	2[fluorescence artefact?]	-1	5	0	-3
Fc1cccc(C2CCCCN2Cc2nc(C3CC3)no2)c1 (centres undefined)	-6	0.9	-4	-0.4	1	-4	3	-6	-11
Nc1ccc(C(=O)OCC(=O)N2CCN(C(=O)c3ccco3)CC2)cc1[N+](=O)[O-]	-14	-0.1	3	0.4	4	3	0	3	11
COc1ccc(S(=O)(=O)Cc2ccc(C(=O)N3CCN(c4ncccn4)CC3)o2)cc1	.	-0.2	-4	-1.2	.	-3	6	-16	7
CC(=O)Nc1ccc(S(=O)(=O)NCC(=O)OCC(=O)N2CCN(c3ccccc3)CC2)cc1	-15	0.8	-4	-3.8	-2	-1	4	-11	-6
COc1cccc(CNC(=O)C2=Cc3cccc(OC)c3OC2)c1	-32	0.9	-3	-4.3	4	-2	-1	12	-7
Clc1ccc(-c2nnc3sc(-c4ccccn4)nn23)cc1	14	1.2	-4	-1.0	-2	-2	4	-5	12
COc1cc(/C=N/NC(=S)Nc2cccc(Cl)c2C)ccc1OCC(=O)N1CC(C)OC(C)C1 (centres undefined)	-7	-1.5	1	1.6	0[fluorescence artefact?]	-1	3	2	-6
CC(/C=C/c1ccccc1)=N\NC(=O)Cn1nc(C)cc1C	-4	1.1	-5	-3.5	2	0	3	-11	10
C=CCOC(=O)C1=C(C)OC(N)=C(C#N)C1c1ccc(OC)c(CSc2ccccn2)c1 (centres undefined)	-2	0.1	-3	3.2	-1	0	6	-8	-3
N#C/C(=N\Nc1ccc(S(=O)(=O)N2CCCCC2)cc1)C(N)=S	1	0.6	0	1.6	15[fluorescence artefact?]	-1	7	-7	3
Cc1cc(C(=O)Nc2c(C)nn(Cc3ccccc3)c2C)on1	-17	1.5	-2	1.2	-3[fluorescence artefact?]	-1	8	-28	5
Cc1c(Cl)cccc1NC(=S)NCCc1ccccn1	10	-1.0	0	0.4	-4	-2	-1	-9	-3
CCC1Oc2ccc(C)cc2N(CC(=O)NCC2COc3ccccc3O2)C1=O (centres undefined)	-5	0.2	-3	-1.1	1	0	4	-12	3
Cn1c(C2CCCCC2)nc2c1c(=O)[nH]c(=O)n2Cc1ccccc1	-6	-1.0	0	-0.7	1	-1	7	-15	-15
Cc1cc(C)c2cc(C#N)c(NCCOC(=O)c3ccccc3C)nc2c1	-12	3.2*	1	-1.3	-1	2	10	-3	0
Cc1cccc(NC(=S)NC23CN4CN(CN(C4)C2)C3)c1	-19	-0.9	4	1.6	0	-1	-1	-6	7
Cc1cc(C)cc(N(CC(=O)NCc2ccco2)S(=O)(=O)c2c(C)noc2C)c1	-7	1.0	-2	-0.4	1	1	3	-16	13
COc1ccccc1NC(=O)c1coc(=O)c(Br)c1	-53	-0.2	2	2.1	-8	1	-1	8	-11
COc1ccccc1C1CCN(C(=O)c2cccc([N+](=O)[O-])c2)CC1	-12	-1.6	1	2.0	-3	-1	0	-3	-22
O=C(CC1CCCC1)Nc1nnc(C2CC2)s1	-4	1.5	-2	0.5	-3	-1	4	8	-5
O=C(CSc1ncnc2c1cnn2-c1ccccc1Cl)N1CCN(C(=O)c2ccco2)CC1	-20	-0.7	-1	-3.6	-6	-3	6	-8	-32
CCOc1cc(/C=N/NC(=O)C(=O)NC2CC2)cc(Br)c1O	3	1.4	-2	0.5	-5	1	4	-5	8
CC(C)CCNc1nc(N2CCCC2)c2c(c1C#N)CCN(C)C2	-5	-0.6	-3	0.3	6[fluorescence artefact?]	-3	4	-2	3
O=C(CSc1ccc(-c2ccco2)nn1)NCc1ccccc1	-2	1.0	-2	2.2	7[fluorescence artefact?]	1	5	-16	8
COc1ccc2cc(Br)ccc2c1CC(=O)NC(C)C	-26	1.9	0	0.4	0	-1	6	-11	1

Three structures already listed, arranged by molecular weight, descending.
SMILES	MDM2 E3 inh	PERK inhibitor	Ba/F3 V617F tox	S1P4 agonist	eIF4E-4G inh	Wee1 stabilizer	BaF3 parental	S1P4 antagonist	NPY2 pot ag
CCOc1cc(/C=N/NC(=O)C(=O)NC2CC2)cc(Br)c1O	3	1.4	-2	0.5	-5	1	4	-5	8
COc1ccccc1NC(=O)c1coc(=O)c(Br)c1	-53	-0.2	2	2.1	-8	1	-1	8	-11
O=C(CC1CCCC1)Nc1nnc(C2CC2)s1	-4	1.5	-2	0.5	-3	-1	4	8	-5

Continuation:
SMILES	MDM2 E3 inh	PERK inhibitor	Ba/F3 V617F tox	S1P4 agonist	eIF4E-4G inh	Wee1 stabilizer	BaF3 parental	S1P4 antagonist	NPY2 pot ag
COc1cc([N+](=O)[O-])cc(/C=N/NC(=O)c2cccnc2)c1O	-4	0.6	-3	0.9	2	-1	-1	-3	7
Cc1ccc(CNC(=O)/C=C/c2ccc(S(=O)(=O)NCc3ccco3)cc2)cc1	0	-0.3	-1	1.1	3	-1	3	-4	-7
O=C(CSc1nc(-c2ccccc2)cc(C(F)(F)F)n1)N1CCOCC1	12	-0.5	1	1.4	-1	-1	7	-17	-3
O=C(Nc1ccc(Cl)cc1)NN1CC(=O)N(c2cccc(C(F)(F)F)c2)CC1=O	-7	-0.5	-2	-1.9	0	0	2	3	-36
C/C(CCN1CCCCc2nc(C)c(C)cc21)=N\O[C@@H](C)c1cn([C@H](CO)Cc2ccccc2)nn1	.	-0.4	-2	1.5	-1	-1	11	6	5
CC(NC(=O)c1ccccc1)c1nc2ccccc2n1Cc1ccccc1F (centres undefined)	11	-1.1	2	-2.1	1	-2	5	3	2
O=C(CNC(=O)c1ccc2c(c1)OCO2)N/N=C/c1cccc([N+](=O)[O-])c1	-12	-0.1	-1	0.6	-1	-1	1	3	-5
CCOc1ccc(NC(=O)CNC(=O)c2cn(-c3ccccc3OC)c(=O)c3ccccc23)cc1	-25	-2.1	5	0.6	-1	1	8	0	5
Cc1cccc(-n2ncc3c(NCCc4ccc(S(N)(=O)=O)cc4)ncnc32)c1	-10	0.6	-1	1.2	0	-1	8	-2	20
O=C(NC1CCN(Cc2ccccc2)CC1)c1ccc2c(c1)OCCCO2	-12	0.9	-5	-0.6	3	0	6	6	-11
Cc1cc(C)n(-c2ccc(C(=O)NC(C)C)cc2)n1	3	-1.0	-3	-0.9	-2	1	0	-8	12
O=C1CC(c2cccc(F)c2)C2=C(CCCC2=O)N1 (centres undefined)	-15	1.6	-5	0.6	-3	-1	2	-13	15
O=C(NCC(=O)N(c1ccccc1)C(C(=O)NC1CCCCC1)c1cccnc1)c1cccs1 (centres undefined)	-1	0.5	-2	2.0	-1	0	5	-17	-4
Cc1[nH]c2ccccc2c1/C=N/NC(=O)c1cccc(S(=O)(=O)Nc2cccc(C(F)(F)F)c2)c1	0	0.7	-1	2.7	1	1	2	-7	42*
CCN(CC)S(=O)(=O)c1cc(NC(=O)COC(=O)CCc2nc3ccccc3s2)ccc1C	-19	0.5	1	-0.2	6	1	5	-14	-12
CC(=O)Oc1c(S(=O)(=O)c2ccccc2)c(C)nn1C(C)(C)C	-10	1.9	-1	0.9	1	2	5	12	3
NCCSc1c(-c2ccc(F)cc2)[nH]c2ccccc12	2	-1.8	1	1.8	3	-3	1	2	-3
O=S(=O)(NCC1CCCO1)c1ccc(S(=O)(=O)N2CCCC2)cc1 (centres undefined)	1	1.1	2	-0.7	0[fluorescence artefact?]	-1	4	-9	-10
COc1cccc(NC(=O)c2ccc3snnc3c2)c1	-11	0.1	2	-0.3	0	-1	4	5	-13
COc1ccc(-c2ncncc2-c2csc(C)n2)c(O)c1	-18	2.2	-2	1.3	-3	3	32*	-11	22
COc1ccc(CN(Cc2ccccn2)C(=O)CN2C(=O)C(C)Oc3ccccc32)cc1 (centres undefined)	-15	-1.6	2	1.2	4	-2	1	-13	-2
CC(C)COc1ccc(C(=O)NC(Cc2c[nH]c3ccccc23)C(=O)NN)cc1 (centres undefined)	-5	-0.7	-3	-0.3	2	-4	-4	-4	-1
Cc1cc(OCc2nc(-c3ccc(NC(=O)c4cccnc4)cc3)no2)ccc1Cl	-15	0.5	-1	0.0	-3	0	-3	-18	-7
CC(C)OC(=O)CSc1nnc(-c2ccc([N+](=O)[O-])cc2)o1	-11	0.3	0	1.8	10	-1	6	-13	-3
